# CCHFV vOTU inh – blocks the CCHF virus ovarian tumor domain protease; 370,000 compounds, 0.55% hits; inhibition, % at 11.5 µM; CCHFV vOTU protease, Pep-AMC fluorescence; in the data active = inhibition above about 30%; also: 0% = vehicle wells with enzyme and 100% = no enzyme wells
# SARS 3CLpro inh – SARS-CoV 3CLpro protease inhibition. P0C6X7. recombinant SARS-CoV 3CLpro, quenched FRET peptide cleavage. inhibition, % at 6 µM. 290,000 compounds, 0.14% hits; in the data active = inhibition above about 12%
# PrPC surface inh – reduces human prion protein on the cell surface; P04156; cell surface PrPC, TR-FRET read-out; inhibition, % at 13.8 µM; 370,000 compounds, 0.43% hits; AID 720596; in the data active = inhibition above about 24%; also: 0% = median of the test wells and 100% = reference compound wells
# SSB-PriA inh – K. pneumoniae PriA-SSBct interaction inhibition; AlphaScreen SSBct-PriA binding, biotinylated peptide; 430,000 compounds, 0.6% hits; inhibition, % at 33 µM; in the data active = inhibition mostly above about 37%, no sharp cut-off; inactive = mostly below about 20%;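 also: plate controls were negative control peptide for no effect and reference peptide for full effect; strong numbers were not always called active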
# Rv3671c protease – Rv3671c (M. tuberculosis) protease inhibition; P9WHR9; inhibition, % at 5.96 µM; 320,000 compounds, 0.048% hits; AID 2606; in the data active = inhibition above about 38%;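 also: extracellular domain of Rv3671c used as enzyme; 0% = enzyme with DMSO and 100% = no enzyme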
# Target sequence (P9WHR9 whole entry, looked up, the tested form may be a part): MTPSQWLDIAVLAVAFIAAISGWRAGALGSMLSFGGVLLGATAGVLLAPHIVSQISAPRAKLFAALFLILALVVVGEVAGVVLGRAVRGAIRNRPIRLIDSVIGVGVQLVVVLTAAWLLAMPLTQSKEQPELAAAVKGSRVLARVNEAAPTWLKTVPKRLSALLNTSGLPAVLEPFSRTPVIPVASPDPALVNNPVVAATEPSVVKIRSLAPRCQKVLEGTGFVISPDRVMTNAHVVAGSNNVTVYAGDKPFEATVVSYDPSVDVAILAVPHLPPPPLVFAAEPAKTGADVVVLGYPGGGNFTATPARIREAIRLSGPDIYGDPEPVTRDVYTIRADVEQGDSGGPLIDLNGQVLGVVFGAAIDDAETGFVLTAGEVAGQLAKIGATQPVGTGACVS
# BoNT A protease – BoNT A light chain protease inhibition. AID 588499. multiplex microsphere protease substrate cleavage, flow cytometry. 360,000 compounds, 0.17% hits. inhibition, % at 10 µM; also: plate controls were buffer without enzyme for full effect and enzyme alone for no effect
# DUSP3 inh – blocks human VHR1 dual specificity phosphatase | inhibition, % at 13.3 µM | 290,000 compounds, 0.52% hits | recombinant VHR phosphatase, pNPP absorbance | P51452; in the data active = inhibition above about 50%; also: some compounds called inactive have numbers as strong as hits
# Target sequence (P51452 whole entry, looked up): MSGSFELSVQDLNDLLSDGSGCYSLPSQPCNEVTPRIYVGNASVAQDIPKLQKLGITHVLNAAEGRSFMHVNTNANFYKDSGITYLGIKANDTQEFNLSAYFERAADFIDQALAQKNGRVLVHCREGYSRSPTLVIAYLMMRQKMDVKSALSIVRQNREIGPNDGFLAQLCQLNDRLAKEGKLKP
# BoNT F protease – inhibitors of Botulinum neurotoxin F light chain protease. Multiplex microsphere protease cleavage assay, flow cytometry. inhibition, % at 10 µM. 360,000 compounds, 0.22% hits; in the data active = inhibition above about 35%, passing the limit was not always enough; inconclusive = no clear call, values can overlap the other calls; also: plate controls were buffer without enzyme for full effect and enzyme alone for no effect
# MazEF act – MazEF (E. coli) toxin RNase activation; FAM/BHQ RNA-DNA oligo cleavage fluorescence, 5 h; AID 504720; activation, % at 20 µM; 350,000 compounds, 0.32% hits; in the data active = activation above about 50%
# Target sequence (P0AE70 whole entry, looked up): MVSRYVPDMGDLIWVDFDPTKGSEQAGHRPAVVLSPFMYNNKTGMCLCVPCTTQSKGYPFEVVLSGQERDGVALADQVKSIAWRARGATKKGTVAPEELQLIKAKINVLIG
# Anthrax LF prot – anthrax lethal factor protease inhibition; P15917; multiplex microsphere protease cleavage assay, LF; inhibition, % at 10 µM; 360,000 compounds, 0.12% hits; AID 588501; also: plate controls were buffer without enzyme for full effect and enzyme alone for no effect
# * marks the source's active call; other numbers are inactive results; ? = inconclusive; . = not tested or not shown. Rule as the data show it, unless noted: active = inhibition above about 30%; inconclusive = no clear call, values can overlap the other calls; inactive = below that.
[1] O=C(COc1ccccc1)N(Cc1ccccc1)c1nc(-c2ccccc2)cs1
[2] COc1cccc(NC(=S)NNC(=O)Cn2nc([N+](=O)[O-])cc2C)c1
[3] O=C(C1=C(O)C(=O)N(c2ncccn2)C1c1ccc(Cl)cc1)c1ccco1 (centres undefined)
[4] O=C(NCCOc1ccccc1)c1ccccc1NC(=O)C1CCCO1 (centres undefined)
[5] CCCNc1ncnc2sc(C)c(C)c12

Assay by compound	1	2	3	4	5
CCHFV vOTU inh	-7	4	-2	-10	12
SARS 3CLpro inh	-2	3	1	-4	-4
PrPC surface inh	-5	-2	1	-1	15
SSB-PriA inh	-2	-2	-5	-12	-16
Rv3671c protease	-2	12	2	7	2
BoNT A protease	0.9	0.0	0.8	-0.9	-0.4
DUSP3 inh	13	29	12	12	-2
BoNT F protease	2	-5	5	-6	-9
MazEF act	4	-8	9	5	4
Anthrax LF prot	-1	4	1	0	-1

[6] CCC/C(O)=C1\C(=O)CCCC1=NCCc1c(C)[nH]c2ccc(OC)cc12
[7] C[C@@]12C(C[C@H](O)[C@@]34C[C@@H](CCC13)[C@@H](CO)C4=O)[C@](C)(C(=O)O)CC[C@@H]2O (some centres undefined)
[8] CCOC(=O)c1c(NC(=S)Nc2ccccc2)sc2c1CCN(C)C2
[9] Cc1cc2c(cc1C)N(C(=O)CCl)CC(=O)N2
[10] O=C1C=C(Nc2ccc(Cl)cc2Cl)CC(c2ccco2)C1 (centres undefined)

Assay by compound	6	7	8	9	10
CCHFV vOTU inh	-2	9	-1	.	-7
SARS 3CLpro inh	5	.	-9	.	1
PrPC surface inh	6	-1	-29	.	22
SSB-PriA inh	.	.	4	.	5
Rv3671c protease	3	.	0	.	6
BoNT A protease	-0.3	0.0	13	0.4	-2.1
DUSP3 inh	-29	.	14	.	-15
BoNT F protease	6	5	8	-1	-9
MazEF act	-1	.	20	7	0
Anthrax LF prot	-3	0	28	-2	-13

# Four entries picked at random from the list so far:
[6] CCC/C(O)=C1\C(=O)CCCC1=NCCc1c(C)[nH]c2ccc(OC)cc12
[9] Cc1cc2c(cc1C)N(C(=O)CCl)CC(=O)N2
[7] C[C@@]12C(C[C@H](O)[C@@]34C[C@@H](CCC13)[C@@H](CO)C4=O)[C@](C)(C(=O)O)CC[C@@H]2O (some centres undefined)
[8] CCOC(=O)c1c(NC(=S)Nc2ccccc2)sc2c1CCN(C)C2

Assay by compound	6	9	7	8
CCHFV vOTU inh	-2	.	9	-1
SARS 3CLpro inh	5	.	.	-9
PrPC surface inh	6	.	-1	-29
SSB-PriA inh	.	.	.	4
Rv3671c protease	3	.	.	0
BoNT A protease	-0.3	0.4	0.0	13
DUSP3 inh	-29	.	.	14
BoNT F protease	6	-1	5	8
MazEF act	-1	7	.	20
Anthrax LF prot	-3	-2	0	28

# Carrying on:
[11] O=C(COc1ccc2ccccc2c1CN1CCOCC1)N1CCc2ccccc21
[12] CCOC(=O)c1c(C)[nH]c(C(=O)OCC(=O)N2CC(C)OC(C)C2)c1C (centres undefined)
[13] CS(=O)(=O)N1CCC(C(=O)Nc2cccc(Br)c2)CC1
[14] COc1ccc(N(CC(=O)NCC2CCCO2)C(=O)CCC(=O)Nc2cc(C)on2)cc1OC (centres undefined)
[15] CCOC(=O)CSc1nnc(NC(=O)c2cccc(S(=O)(=O)N3CCCC3)c2)s1

Assay by compound	11	12	13	14	15
CCHFV vOTU inh	-1	0	7	5	-3
SARS 3CLpro inh	-1	0	-4	3	-2
PrPC surface inh	-15	-1	-3	3	4
SSB-PriA inh	0	0	-24	-1	-14
Rv3671c protease	0	-4	2	1	2
BoNT A protease	0.4	0.8	-3.6	-5.6	-0.8
DUSP3 inh	11	13	33	17	9
BoNT F protease	3	6	?	-22	1
MazEF act	-12	6	7	0	2
Anthrax LF prot	0	5	18	-2	-1

# The final 2 compounds of the part above open the next one.
[14] COc1ccc(N(CC(=O)NCC2CCCO2)C(=O)CCC(=O)Nc2cc(C)on2)cc1OC (centres undefined)
[15] CCOC(=O)CSc1nnc(NC(=O)c2cccc(S(=O)(=O)N3CCCC3)c2)s1
[16] Cc1cc(OCC(=O)N(C)Cc2ccccc2)cc(C)c1Cl
[17] Cc1ccc(C)c(NC(=S)NCCc2c[nH]c3ccccc23)c1
[18] Cc1ccc(-c2nc3ccccc3o2)cc1NC(=S)NC(=O)/C=C/c1ccco1
[19] O=C(O)c1sccc1SCc1ccc(Cl)c(Cl)c1
[20] CCOc1ccc(CN2C(=O)CC(=O)N(S(=O)(=O)c3ccc(OCC)cc3)C2=O)cc1

Assay by compound	14	15	16	17	18	19	20
CCHFV vOTU inh	5	-3	-2	-7	11	6	4
SARS 3CLpro inh	3	-2	-1	5	0	9	2
PrPC surface inh	3	4	1	4	1	3	8
SSB-PriA inh	-1	-14	-23	9	12	-8	4
Rv3671c protease	1	2	3	0	-6	3	-2
BoNT A protease	-5.6	-0.8	-1.5	-3.8	0.8	0.8	-1.0
DUSP3 inh	17	9	30	0	5	35	5
BoNT F protease	-22	1	-11	?	-3	4	-13
MazEF act	0	2	-2	9	1	2	9
Anthrax LF prot	-2	-1	-4	17	4	4	0

[21] CCOc1ccc(CCNC(=O)Nc2ccccc2C)cc1OCC
[22] Cc1ccc2nc(N3CCN(S(=O)(=O)c4ccc(C)c(Cl)c4)CC3)c(C#N)cc2c1
[23] COc1cc(NC(=O)CN2CCN(c3ccccn3)CC2)cc(OC)c1OC
[24] Cc1cc(C)nc(N2CCN(C(=O)CCC(=O)Nc3nnc(CC(C)C)s3)CC2)n1
[25] COc1ccc(Cl)c(Cn2c(NCCCN(C)C)nc3c2c(=O)n(C)c(=O)n3C)c1

Assay by compound	21	22	23	24	25
CCHFV vOTU inh	6	-8	7	3	1
SARS 3CLpro inh	-4	-2	-6	0	-4
PrPC surface inh	2	-1	1	1	5
SSB-PriA inh	-8	-2	-14	-12	7
Rv3671c protease	-4	-2	-8	1	-4
BoNT A protease	-4.6	?	-0.5	4.0	-0.3
DUSP3 inh	.	18	77	0	12
BoNT F protease	-24	12	2	?	-4
MazEF act	-4	-7	-7	2	6
Anthrax LF prot	-16	13	1	3	-4

[26] O=C(NNc1ccccn1)c1ccc(Cl)nc1
[27] O=C(CCSc1ccccc1)Nc1ccccc1Br
[28] Cc1ccc(OCC(=O)N(C)Cc2ccccc2)c([N+](=O)[O-])n1
[29] O=C(CNC(=O)c1ccccc1)OCc1cccc(Br)c1
[30] S=c1[nH]ncn1-c1ccccn1

Assay by compound	26	27	28	29	30
CCHFV vOTU inh	-9	-2	-1	3	11
SARS 3CLpro inh	-6	-1	-3	1	-2
PrPC surface inh	4	-2	-7	-2	1
SSB-PriA inh	-1	-28	-5	-8	-9
Rv3671c protease	-4	-1	-19	2	-1
BoNT A protease	-0.1	14	-0.7	-0.6	0.2
DUSP3 inh	0	12	27	29	6
BoNT F protease	3	-24	-8	4	-16
MazEF act	-6	0	-7	2	-7
Anthrax LF prot	1	-3	-3	0	-3

[31] COc1cc([N+](=O)[O-])cc(/C=N/N(CCC#N)C(C)=O)c1O
[32] COC(=O)[C@@H](NC(=O)Nc1ccc(C(C)=O)cc1)C(C)C
[33] O=[N+]([O-])c1ccc(NN=Cc2ccccc2O)nc1
[34] CC(C)c1ccc(NC(=O)N2CCC(c3nc4ccccc4o3)CC2)cc1
[35] COc1ccc(NC(=O)CS(=O)CC(=O)NCC2OCCc3ccccc32)cc1 (centres undefined)

Assay by compound	31	32	33	34	35
CCHFV vOTU inh	-6	-7	5	.	17
SARS 3CLpro inh	-1	2	.	-2	-2
PrPC surface inh	-10	-5	-18	.	0
SSB-PriA inh	.	0	-4	-1	-13
Rv3671c protease	-1	11	.	-2	0
BoNT A protease	-0.7	-0.4	-0.5	-1.2	-0.8
DUSP3 inh	5	25	.	25	8
BoNT F protease	2	6	-3	-7	-3
MazEF act	-24	2	47	-2	8
Anthrax LF prot	1	-4	4	-5	-1

[36] Cc1nn(-c2ccccc2)c(C)c1/C=N/NC(=O)c1ccccc1NS(=O)(=O)c1cccs1
[37] O=C(c1ccccc1)N1CCC(=O)N1c1ccccc1
[38] CCCCOc1ccc(NC(=O)C2CC=CCC2C(=O)O)cc1 (centres undefined)
[39] CCOc1ccccc1N1CCN(C(=O)c2c(CC)noc2C)CC1
[40] COCCNC(=O)CN(C(=O)CCC(=O)Nc1ccccn1)c1ccc(F)c(Cl)c1

Assay by compound	36	37	38	39	40
CCHFV vOTU inh	5	-9	14	-5	8
SARS 3CLpro inh	7	3	-1	.	6
PrPC surface inh	0	2	3	7	0
SSB-PriA inh	.	-1	1	2	.
Rv3671c protease	5	-4	6	2	0
BoNT A protease	-0.8	-0.4	-1.4	-1.7	0.7
DUSP3 inh	10	-10	27	.	5
BoNT F protease	7	-7	-18	0	0
MazEF act	2	9	-9	-1	.
Anthrax LF prot	0	1	0	1	3

# Individual results from the entries so far.
# cpd 38 – CCHFV vOTU inh: 14
# cpd 40 – SARS 3CLpro inh: 6

# Continued.
[41] c1ccc2c(CN3CCCCCC3)c[nH]c2c1
[42] CC(=O)N1Cc2ccccc2CC1C(=O)OCC(=O)c1c(N)n(C)c(=O)n(C)c1=O (centres undefined)
[43] Cc1ccccc1Cn1c(=O)n(Cc2ccco2)c(=O)c2ccccc21
[44] COc1cccc(N2C(=NC(=O)CCc3ccccc3)SC3CS(=O)(=O)CC32)c1 (centres undefined)
[45] CCOC(=O)c1[nH]c(=S)[nH]c1C

Assay by compound	41	42	43	44	45
CCHFV vOTU inh	7	8	8	10	-7
SARS 3CLpro inh	2	.	7	0	.
PrPC surface inh	-2	2	3	-3	-3
SSB-PriA inh	-6	-4	0	-12	-1
Rv3671c protease	-3	.	1	5	.
BoNT A protease	-0.1	5.5	-1.0	1.8	-0.3
DUSP3 inh	13	.	4	6	.
BoNT F protease	2	10	14	6	-5
MazEF act	7	-6	15	6	3
Anthrax LF prot	0	-1	2	0	-8

[46] O=C(c1ccc2c(c1)OCO2)N1CCN(S(=O)(=O)c2ccccc2)CC1
[47] O=C(CCN1C(=O)c2ccccc2C1=O)NCCCn1ccnc1
[48] O=S(=O)(Nc1cccc(S(=O)(=O)N2CCCC2)c1)c1ccc(Cl)cc1
[49] CCOC(=O)C1=C(O)/C(=C/c2ccc(OCC(=O)O)c(OCC)c2)SC1=Nc1ccccc1
[50] Cc1cc(C)c(C)c(S(=O)(=O)N[C@@H](C)C(=O)OCC(N)=O)c1C

Assay by compound	46	47	48	49	50
CCHFV vOTU inh	12	11	22	-1	-2
SARS 3CLpro inh	0	2	.	1	2
PrPC surface inh	1	5	-1	-11	4
SSB-PriA inh	-9	-9	-3	2	-1
Rv3671c protease	-5	-3	8	-1	-1
BoNT A protease	2.8	0.0	0.6	2.3	-0.3
DUSP3 inh	30	12	.	19	6
BoNT F protease	8	1	-6	1	-3
MazEF act	1	-32	-7	3	4
Anthrax LF prot	1	-6	-2	-4	-2

[51] C#Cc1ccc(NC(=O)C2(C)CCN2C(=O)Cc2ccc(-c3ccccc3)cc2)cc1 (centres undefined)
[52] CC12CC(c3ccccc3O1)C(C(=O)N1CCOCC1)C(=O)N2 (centres undefined)
[53] Cc1ccc(CN(c2ccc(C(=O)Nc3ccc4c(c3)OCO4)cc2)S(C)(=O)=O)cc1
[54] CC(=O)Nc1ccc(NC(=O)CCCSc2nc3ccccc3s2)cc1
[55] O=C(Cc1cccc(NC(=O)C2CCN(C(=O)C3CC3)CC2)c1)Nc1cccc(C(=O)N2CCCCC2)c1
[56] Cc1[nH]c(C)c(S(=O)(=O)N2CCCCC2C)c1C(=O)N1CCCC1 (centres undefined)

Assay by compound	51	52	53	54	55	56
CCHFV vOTU inh	14	8	-11	-5	15	6
SARS 3CLpro inh	.	3	2	-2	.	-2
PrPC surface inh	8	-1	-4	-13	-5	5
SSB-PriA inh	.	-6	-15	-2	3	-3
Rv3671c protease	.	1	7	-2	.	8
BoNT A protease	0.3	-0.4	1.8	0.1	-0.8	0.5
DUSP3 inh	.	15	8	36	.	56*
BoNT F protease	1	-2	-2	-6	3	6
MazEF act	.	-3	23	-3	2	0
Anthrax LF prot	-6	-2	-1	7	-4	-1

# This is a subset (hit frequency here may not be typical).
